# Source: PubChem BioAssay (National Center for Advancing Translational Sciences (NCATS))
# GLP1R inv ag: acts as inverse agonist at human GLP-1 receptor; hit rate 1.6% among 410,000; HEK293 GLP-1R CRE-luciferase, luminescence, 24 h; GLP-1R form is constitutively active; Potency, µM (doses to about 38.3 µM), without a hit: at the top dose activity change, negative = inhibition, actives largely listed as inhibitors; further: potency means the concentration at half of the fitted maximal effect; on the % scale 0 is the no-effect control and ±100 the full control effect; nearly all actives have a fitted effect of over 55% in size
#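 Inverse agonists were sought by their lowering of basal cAMP reporter luciferase output in HEK293 cells stably carrying constitutively active human GLP-1R, after 24 h compound treatment.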
# PTHR1 ag: activates the human parathyroid hormone receptor PTHR1. Potency, µM (doses to about 115 µM), inactives show at the highest dose activation, most hits filed as activators. Q03431. HEK293 GP2 PTHR1 cells, GloSensor cAMP luminescence, 1 h. hit rate 0.075% among 410,000; further: potency means the concentration at half of the fitted maximal effect; nearly all actives have a fitted effect of over 55% in size; some results filed as inactive show a strong effect at the top dose; inactives centre near -15; many of its hits are not listed in these tables
#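 HEK-293-derived GP2 cells expressing PTHR1 and a GloSensor cAMP reporter, 3,000/well, plated overnight, given luciferin plus IBMX (each 0.5 mM as added) for 1 h at 37 °C, then compound for 1 h at 37 °C. Luminescence was read after 15 min at room temperature.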
# IL2 activator: activates IL-2 in a cell-based reporter assay. IL-2 activation reporter assay, cell-based qHTS; stimulated with anti-CD3/CD4/CD28 beads; in transgenic mouse T cells. activation, % (series mostly up to about 46 µM). hit rate 0.065% among 360,000; in the data active means activation above about 50%; inconclusive means mostly about 30% to 49%; further: 0% is about no effect
#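 Quantitative HTS in unstimulated transgenic mouse T cells, with memory T cells as non-tolerant control and PMA/ionomycin as tolerance-bypass control. Compound pretreatment lasted 60 minutes before 18 h bead stimulation; EGFP/DsRed fluorescence read.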
# PI5P4Ka inh: blocks human PI5P4K alpha kinase activity; P48426; PI5P4Kalpha enzyme, ADP-Glo luminescence, 60 min; active compounds read low; max response, %; hit rate 1.2% among 330,000; AID 652105; active means max response of -50% or lower; inconclusive means between -30% and -50%; inactive means -30% or higher; further: value at the top dose of about 77 µM; on the % scale 0 is the no-effect control and ±100 the full control effect
#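 ADP-Glo luminescence end-point after a 60 min room-temperature kinase reaction. PI5P4Kalpha and substrate in HEPES pH 7.4 buffer with EGTA, 0.1% CHAPS and 5% DMSO; ATP at 5 microM final.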
# GLP-1R agonist: GLP-1 receptor (human) agonism; HEK293 GLP-1R CRE-luciferase, luminescence, 4-6 h; cells express a hypersensitive GLP-1R form; Potency, µM (titrated, usually from 45.6 µM), for inactives: at the highest dose activation, actives largely listed as activators; hit rate 0.007% among 380,000; AID 624172; further: potency means the concentration at half of the fitted maximal effect; % of control where 0% means no effect
# PLK1 PBD inh: inhibitors of human PLK1 polo-box domain binding; AID 720504; Plk1 PBD binding of FITC phosphopeptide, fluorescence polarization; P53350; Potency, µM, without a hit: max response, negative = inhibition, hits mostly inhibitors; hit rate 2.8% among 360,000; further: potency means the concentration at half of the fitted maximal effect; series mostly up to about 57 µM; on the % scale 0 is the no-effect control and ±100 the full control effect; nearly all actives have a fitted effect of over 65% in size
# GLP1R cytotox: cytotoxicity counter-screen for GLP-1 receptor inverse agonists; HEK293 cAMP-luciferase reporter cells, luminescence, 24 h; Potency, µM (top dose mostly 38.3 µM), for inactives: at the highest dose activity change, negative = inhibition, usual class: inhibitors; hit rate 0.13% among 410,000; AID 624418;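 further: loss of luciferase light is scored as toxicity; potency means the concentration at half of the fitted maximal effect; on the % scale 0 is the no-effect control and ±100 the full control effect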
#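 1536-well qHTS counterscreen of the MLSMR; 200 cells/uL, 12 h pre-incubation, 23 nL cpd, 24 h at 37 deg C 5% CO2, luciferase detection reagent, 12 min RT, luminescence. Inhibition = undesired.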
# EPAC1 antag: antagonists of human EPAC1 | AID 720709 | O95398 | Potency, µM (top dose mostly 115 µM), for the others: at the highest dose activity change, negative = inhibition, hits mostly inhibitors | EPAC1 GEF assay, Rap1b-BODIPY-GDP exchange fluorescence | hit rate 0.14% among 360,000;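 further: potency means the concentration at half of the fitted maximal effect; plate controls were vehicle for no effect and positive control for full effect; nearly all actives have a fitted effect of over 50% in size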
# Target sequence (O95398 whole entry, looked up): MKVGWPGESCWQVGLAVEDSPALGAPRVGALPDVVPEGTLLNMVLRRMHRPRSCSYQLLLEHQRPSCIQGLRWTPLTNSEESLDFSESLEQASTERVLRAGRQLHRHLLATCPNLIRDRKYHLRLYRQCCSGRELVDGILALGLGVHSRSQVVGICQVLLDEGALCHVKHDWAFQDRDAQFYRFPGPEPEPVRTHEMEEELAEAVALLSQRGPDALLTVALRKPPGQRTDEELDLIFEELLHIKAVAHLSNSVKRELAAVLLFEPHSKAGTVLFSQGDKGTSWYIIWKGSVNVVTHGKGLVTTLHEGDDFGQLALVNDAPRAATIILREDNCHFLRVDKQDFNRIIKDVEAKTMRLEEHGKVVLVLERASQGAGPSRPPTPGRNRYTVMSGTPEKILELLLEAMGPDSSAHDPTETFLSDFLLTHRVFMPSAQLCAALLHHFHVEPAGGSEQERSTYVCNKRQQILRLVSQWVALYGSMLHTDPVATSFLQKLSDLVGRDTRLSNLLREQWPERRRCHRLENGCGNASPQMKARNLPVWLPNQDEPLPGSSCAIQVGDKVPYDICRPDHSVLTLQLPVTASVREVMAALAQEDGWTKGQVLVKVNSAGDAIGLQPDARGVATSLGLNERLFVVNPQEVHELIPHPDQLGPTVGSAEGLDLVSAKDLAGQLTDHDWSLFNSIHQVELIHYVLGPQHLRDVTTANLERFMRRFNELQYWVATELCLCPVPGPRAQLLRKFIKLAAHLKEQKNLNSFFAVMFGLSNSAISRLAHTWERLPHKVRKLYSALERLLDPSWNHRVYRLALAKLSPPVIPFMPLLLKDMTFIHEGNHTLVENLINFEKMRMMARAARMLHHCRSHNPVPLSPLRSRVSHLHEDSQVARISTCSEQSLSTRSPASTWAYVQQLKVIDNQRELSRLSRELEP
# EPAC1 ag: activates human EPAC1 exchange factor; Potency, µM (top dose mostly 154 µM), inactives show at the highest dose activation, usual class: activators; O95398; EPAC1 agonist qHTS, biochemical assay; response scale: 100% = response to 6.5 mM cAMP; hit rate 0.073% among 360,000; further: potency means the concentration at half of the fitted maximal effect; nearly all actives have a fitted effect of over 60% in size
#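 Nucleotide exchange by EPAC1 (100 nM) on Rap1B–BODIPY-GDP (250 nM) in the presence of 50 uM GDP is tracked fluorescently at 480/540 nm over 30 min. Signals are normalized to a 6.5 mM cAMP control.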
# * marks the source's active call; other numbers are inactive results; i = inactive; ? = inconclusive; nt = not tested or not shown; & = joins results of further samples; [ ] = remark or other dose. Unless noted, the call rests on the fitted dose curve; in most records, active means well fitted curve in the direction sought with a large enough effect; inconclusive means small, poorly fitted or top-dose-only effect, or another doubt; inactive means no such curve, though single readings can be large; an effect the other way counts as inactive or inconclusive. This is a subset, so the mix of outcomes need not match the whole.
SMILES,GLP1R inv ag,PTHR1 ag,IL2 activator,PI5P4Ka inh,GLP-1R agonist,PLK1 PBD inh,GLP1R cytotox,EPAC1 antag,EPAC1 ag
COc1cccc(-c2nc(CS(=O)(=O)CC(=O)NCCc3cc(OC)ccc3OC)c(C)o2)c1,?,-7%,-3.6,0,0%,-19%,-16%,-21%,8%
COC(=O)c1ccc(N2CC3CNC(=O)C2(C(=O)OC)N3C)cc1 (stereo not drawn),2%&26%,-1%,3.1&-0.3,3&10,1%&0%,-4%&-3%,-27%&9%,-1%&4%,6%&-8%
CCC1(O)CC(C(=O)OC)=NN1C(=O)c1ccccc1 (stereo not drawn),25%,i,-0.5,nt,-2%,-23%,11%,25%,-2%
CC(C)(C)NC(=O)C12CCC(C)(c3nc4ccccc4nc31)C2(C)C (stereo not drawn),-20%,-6%,-2.7,nt,0%,-5%,-11%,9%,-3%
Cc1cc(C)cc(NC(=O)Cc2ccc(-n3cccc3)cc2)c1,-20%,0%,-0.2,-7,-6%,-1%,-20%,7%,-9%
O=C(COC(=O)c1cccc(Cl)c1)Nc1cc(Cl)ccc1Oc1ccccc1,-28%,-4%,-3.4,-1,-1%,0%,-1%,4%,5%
CCOC(=O)C1CCCN(C(=O)Cn2nc(C)c3c(C)n(-c4ccccc4)nc3c2=O)C1 (stereo not drawn),-4%,?,0.2,2,0%,-2%,-9%,3%,-5%
CC(=O)c1ccc(NC(=O)CSc2nc3ccccc3c(=O)n2CCCN2CCOCC2)cc1,121%[activator],-8%,2.8,-9,11%,4%,-1%,-8%,-8%
COc1ccc(-c2noc(CCC(=O)Nc3cccc(C)c3)n2)cc1,-30%,-21%,-1.2,11,0%,-23%,7%,-20%,-16%
CC(C)CNC(=O)c1ccccc1NC(=O)CCSc1ccccc1,7.1µM*,i,-2.5,5,25%,-29%,-9%,-25%,1%
Cc1ccc(Cl)cc1N1CCN(S(=O)(=O)c2c(C)nc3scc(C)n3c2=O)CC1,1%,-3%,-0.3,0,12%,-5%,-4%,-17%,8%
CCC(=O)Nc1nnc(S(=O)(=O)N(CC)c2cc(C)cc(C)c2)s1,-2%,i,-3.0,5,0%,1%,-2%,-13%,-2%
Cc1noc(C)c1COc1ccc(CC(=O)NCc2ccccc2)cc1,-57%,?,0.5,2,1%,-10%,-2%,-25%,6%
OC(c1ccc(Cl)c(Cl)c1)c1ncc(-c2cccc(F)c2)[nH]1 (stereo not drawn),?,-5%,0.2,6,2%,3%,3%,-12%,7%
CCOC(=O)Nc1nc(C)c(C(=O)N(C)C)s1,-5%,i,-2.1,nt,-15%,-5%,-7%,1%,4%
O=C(CSc1ncn[nH]1)Nc1nc(-c2cccc([N+](=O)[O-])c2)cs1,53%[activator],-48%[inhibitor],-2.6,1,9%,2%,-8%,-23%,14%
Cc1cccc(C)c1NC(=O)CCS(=O)(=O)c1cccc2nonc12,11%&7%,-8%&-25%,-0.5,8,8%,-4%,-17%&1%,20%,12%
Cc1cc(C(=O)Nc2nnc(C(F)(F)F)s2)cs1,39%[activator],-31%[inhibitor],-4.4,2,-1%,-2%,-6%,-5%,0%
O=C(Nc1ccccc1)N1CCN(C2c3ccccc3-c3ccccc32)CC1,-21%,-66%[inhibitor],-1.3,1,5%,4%,2%,-12%,-10%
CCCC(=O)N1CCN(Cc2ccc3c(c2)OCO3)CC1,13%,-2%,-0.2,3,-1%,-12%,0%,-19%,1%
CCOC(=O)c1[nH]c2ccc(OC)cc2c1NC(=O)N1CCOCC1,27%,i,-2.9,-5,2%,-7%,82%[activator],-10%,10%
COc1ccc(S(=O)(=O)Nc2c(C(=O)O)[nH]c3ccccc23)c(OC)c1,0%,-13%[57.5 µM],-0.6,3,-3%,-11%,2%,-17%,10%
O=C(COc1ccc(C(=O)c2ccccc2)cc1)NCc1ccc(F)cc1,?,-40%[inhibitor],0.4,-4,10%,1%,-23%,-11%,9%
COCCn1c(SCC(=O)Nc2ccc(N3CCOCC3)cc2)nc2ccccc21,27%,i,-0.2,-8,5%,-5%,8%,-3%,8%
CCOc1ccccc1NC(=O)C1CCN(C(=O)Cc2ccccc2)CC1,-13%,-2%,-4.3,2,5%,-15%,27%,10%,-8%
CCc1oc(C(=O)OC)cc1CSC(=N)N,-28%,-5%,-1.1,-15,3%,?,-5%,-5%,1%
COc1ccc(N(CC(=O)NC2CCCC2)C(=O)Cn2nnc(-c3ccc(OC)c(OC)c3)n2)cc1,-16%[7.66 µM],-23%,2.9,4,20%,-6%,-2%[7.66 µM],-5%,2%
Cc1ccccc1-n1ncc2c1CC(C)(C)CC2NC(=O)CN1CCCC1=O (stereo not drawn),19%,1%,-3.0,-3,-7%,-8%,-6%,3%,9%
CC(C)CN1C(=O)/C(=C(/C#N)C(=O)NC2CCCCC2)c2ccccc21,?,-35%[inhibitor],-2.3,0,-1%,?,-3%,-17%,-9%
O=C(Nc1ccc(F)cc1)C(c1ccccc1)N1CCN(c2ccncc2)CC1 (stereo not drawn),3%,i,-0.6,-1,nt,1%,-12%,2%,3%
COc1ccc(CNc2nc(NCc3ccc(OC)cc3)c3[nH]cnc3n2)cc1,6%,0%,-0.4,-7,17%,-5%,-13%,-16%,5%
COc1cccc(NC(=O)Nc2cccc(C)n2)c1,17%,-19%,-3.1,-3,13%,-12%,-12%,-5%,4%
COc1cccc(OCCOc2ccccc2OC(C)C)c1,?,i,-2.0,1,-3%,-2%,-8%,0%,-11%
COc1cc(OC)cc(-c2nnc(N(C)C(=O)c3ccncc3)s2)c1,33%[activator],-17%,1.9,-5,-2%,2%,-6%,-6%,-2%
Cc1cccc(C(=O)Nc2nnc(S(=O)(=O)N3CCC(C)CC3)s2)c1,?,-15%&-21%,-2.6,-15,-1%,-18%,-1%&0%,-1%,-7%
CC(C)c1onc(C(=O)NC2CCCCC2)c1[N+](=O)[O-],-25%,i,-3.4,5,10%,6%,-16%,?,2%
CC(C)(C)CC(=O)Nc1nn[nH]n1,2%,-11%,0.1,-3,3%,-12%,3%,24%,-102%[inhibitor]
O=C(COC(=O)c1cccc(Cl)c1)NC(=O)NCc1ccccc1,5%,-7%,2.3,8,6%,-1%,2%,-19%,-9%
Cc1ccccc1N1CC(C(=O)N2CCCCCC2)CC1=O (stereo not drawn),1%,i,2.3,1,4%,1%,5%,-1%,-8%
Cc1ccc(NC(=O)C2CC(=O)NC(N3CCc4ccccc43)=N2)cc1 (stereo not drawn),17%,i,-0.8,-7,-3%,-4%,-7%,14%,7%
O=C1CCN(S(=O)(=O)c2ccccc2)CCN1CCOCc1ccc(F)cc1,4%,-24%,0.2,2,-5%,9%,?,2%,-6%
NC(=O)c1ccc(-c2nnn(CC(=O)Nc3cccc(S(=O)(=O)N4CCCC4)c3)n2)cc1,41%[activator],-29%,-0.6,1,10%,-15%,7%,-25%,-16%
COc1ccc(CCNC(=O)CSc2nnc(CNC(=O)c3c(F)cccc3Cl)o2)cc1OC,1%,-2%,-2.5,-1,3%,-11%,-4%,10%,0%
Cc1ccc(N(CN2C(=O)NC(C)(C)C2=O)CN2C(=O)NC(C)(C)C2=O)cc1,16%,-4%[57.5 µM],1.7,6,-11%,?,-9%,0%,0%
O=C(CSc1ccc2nnc(CCNC(=O)c3ccc(F)cc3)n2n1)NCc1ccco1,5%,i,-0.5,8,-9%,-8%,8%,3%,-6%
CC1CCc2nn(CC(=O)Nc3ccc(F)cc3F)cc2C1 (stereo not drawn),-17%,-29%,-2.6,-1,7%,-8%,1%,-10%,-3%
CC(C)C[C@H](NC(=O)c1[nH]cnc1C(=O)Nc1ccccc1F)C(=O)OC(C)(C)C,?,-61%[inhibitor],-5.2,17,-6%,2%,1%,?,-32%[inhibitor]
COc1cccc(-c2c(-c3cc(OC)cc(OC)c3)n(C)c3ccc(-c4cnc(OC)nc4)cc23)c1,3%,-16%,-3.4,2,6%,-10%,7%,-11%,-2%
CC1C(Br)C(=O)NC(=O)N1Cc1ccccc1 (stereo not drawn),12%,-18%,1.1,2,8%,-9%,3%,-5%,8%
CC1(C)OC(=O)N(c2ccccc2)C12C=Cc1c(ccc3ccccc13)O2 (stereo not drawn),?,-6%[57.5 µM],0.0,2,-3%,?,0%,-5%,19%
COC(=O)[C@]12CCCCC=C1N(CCC1=CCCCC1)C(=O)[C@H](CC(=O)NCc1cccc(C(F)(F)F)c1)C2,?,-45%[inhibitor],-1.2,4,0%,1%,-19%,?,-19%
O=[N+]([O-])c1ccc(Cl)cc1NCCCN1CCOCC1,-18%,i,-0.6,2,8%,-8%,-6%,-5%,-9%
Cc1cc2c(OCC(O)CN3CCCC3)cccc2[nH]1 (stereo not drawn),-16%,i,0.3,5,-4%,-3%,-3%,19%,0%
CCOc1cccc(C(=O)Nc2cccc(-c3nnc(-c4ccccc4)o3)c2)c1,6%,-30%[inhibitor][57.5 µM],-2.1,nt,4%,-6%,3%,-3%,4%
CCCC(=O)Nc1ccc(NC(=O)Cc2ccccc2)cn1,?,i,1.7,-8,-6%,-7%,-3%,17%,-5%
COc1ccc2[nH]c(C(=O)N3CCCN(Cc4ccc(F)cc4)CC3)cc2c1,?,-12%,0.1,10,7%,-14%,-12%,-24%,10%
Cc1c(O)c(C)c2c(c1O)C(=O)C[C@@H](c1ccccc1)O2,2%,-87%[inhibitor],-0.2,-6,0%,1%,-41%,13%,-12%
Cn1c(CNC(=O)OC(C)(C)C)n[nH]c1=S,-1%,i,0.7,-1,-1%,1%,6%,?,16%
